# Platelet DG rel = platelet dense granule release activity; human platelet-rich plasma, SFLLRN dense granule ATP release, luminescence; inhibition, %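 (compounds screened at 7.5 µM in platelet-rich plasma)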; 300,000 tested, 0.22% active;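 active = mean replicate score, as percent of positive control, at or above 50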
# MrgX1 ag = activates human MrgX1 receptor signaling; Q96LB2; MrgX1-HEK293 cells, Fluo-4 calcium fluorescence, agonist mode; hits give high values; B-score at 10 µM; 310,000 tested, 0.44% active;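 active = calcium response B-score plate-corrected fluorescence ratio at least 3 library SD, with starting fluorescence B-score inside 5 SD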
# Target sequence (Q96LB2 whole entry, looked up): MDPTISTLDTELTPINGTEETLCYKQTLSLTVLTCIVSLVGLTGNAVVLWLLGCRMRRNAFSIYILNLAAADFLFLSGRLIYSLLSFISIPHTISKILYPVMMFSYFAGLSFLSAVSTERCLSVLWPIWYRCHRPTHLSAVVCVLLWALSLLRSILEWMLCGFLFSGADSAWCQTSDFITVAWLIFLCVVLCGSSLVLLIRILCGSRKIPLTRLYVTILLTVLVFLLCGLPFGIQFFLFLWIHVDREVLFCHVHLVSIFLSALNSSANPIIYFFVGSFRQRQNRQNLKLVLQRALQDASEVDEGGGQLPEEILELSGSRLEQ
#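 Material: MrgX1-expressing HEK293 cells / Dosing: compound as first of three additions / Incubation: overnight seeding, then 1 h dark dye loading / Signal: Fluo-4 NW calcium fluorescence / Evaluation: B-scored fluorescence response ratio / Benchmarks: positive and negative control wells on each plate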
# TRPC6 inh = mouse TRPC6 channel inhibition. Q61143. HEK293-TRPC6, membrane potential dye, ACh-evoked depolarization; hits give low values. B-score at 10 µM. 310,000 tested, 1.1% active. AID 2553;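 active = B-score under library mean minus 3 SD, initial fluorescence not abnormally high, positive integrated signal ratio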;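 also: B-score derived from integrated fluorescence ratio over the kinetic read; more negative B-score means stronger inhibition of depolarization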
# MrgX1 antag = blocks BAM8-22 activation of human MrgX1 receptor. Q96LB2. 310,000 tested, 1.3% active. B-score at 10 µM. MRGX1-HEK293 calcium flux, Fluo-4, BAM8-22 antagonism; hits give low values;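 active = calcium-response B-score plate-corrected more than 3 library SD below zero, starting fluorescence within 5 deviations, no agonist response on first addition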;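 also: peak minus trough fluorescence over baseline after final BAM8-22 challenge near maximal dose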
# MrgX1 allo act = human MrgX1 positive allosteric modulation, primary screen; Q96LB2; MrgX1-HEK293, Fluo-4 calcium flux, FDSS; hits give high values; B-score at 10 µM; 310,000 tested, 0.63% active; AID 588675;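 active = plate-corrected calcium response at least 3 library SD above typical, normal starting fluorescence, not activating the receptor alone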;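 also: compound read alongside a low EC10 to EC30 dose of BAM8-22 agonist; peak minus trough fluorescence over baseline measured at the second addition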
# TRPC6 act = activates the mouse TRPC6 cation channel; Q61143; B-score at 10 µM; HEK293-TRPC6 membrane potential dye fluorescence; hits give high values; 310,000 tested, 0.13% active;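 active = B-score of the integrated fluorescence ratio above library mean plus 3 SD, and starting fluorescence ratio within library mean plus 5 SD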;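 also: higher score means more depolarization so channel activation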
# RGS4 inh = human RGS4 inhibition; B-score at 10 µM; AID 463165; 310,000 tested, 0.45% active; HEK293 M3R/RGS4 inducible, Fluo-4 calcium flux; hits give high values; triggered by carbachol at its EC20; P49798;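 active = B-score, a plate-corrected calcium signal, over three deviations above library mean, with baseline fluorescence within five deviations of library mean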;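 also: RGS4 expression induced by doxycycline in cells with stable M3 receptor; B-score is computed from the integrated fluorescence ratio over baseline after carbachol; higher B-score means a larger calcium signal and so more RGS4 inhibition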
# Target sequence (P49798 whole entry, looked up): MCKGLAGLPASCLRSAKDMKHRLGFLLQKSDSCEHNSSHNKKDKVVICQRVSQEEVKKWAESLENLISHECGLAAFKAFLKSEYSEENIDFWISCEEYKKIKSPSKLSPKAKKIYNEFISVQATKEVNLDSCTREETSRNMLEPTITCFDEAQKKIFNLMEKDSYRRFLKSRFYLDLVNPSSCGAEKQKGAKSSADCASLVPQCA
# TRPC4 block = inhibitors of mouse TRPC4 channel | Q9QUQ5 | HEK293 TRPC4beta/mu-opioid, DAMGO-evoked Fluo4 calcium flux; hits give low values | B-score at 10 µM | 300,000 tested, 0.39% active | AID 2247;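 active = B-score over 3 SD under the library average, no early fluorescence shift, positive overall ratio signal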
#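 System: stable TRPC4beta/mu-opioid receptor HEK293 cells; Dosing: single-point compound dosing; Measured by: Fluo4 Ca2+ flux fluorescence; Read-out basis: per-well B score of integrated baseline-normalized Fluo4 ratio.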
# SKKanGAS inh = blocks kanamycin growth of S. pyogenes SKKanGAS strain | inhibition, % at 7.5 µM | BacTiter-Glo, 6 h | 300,000 tested, 1.3% active;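 active = mean replicate score, as percent of positive control median, at least 50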;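 also: strain carries kanamycin resistance gene driven by streptokinase promoter and grows in 40 µg/ml kanamycin; loss of luminescence reflects streptokinase promoter inhibition or plain growth inhibition; 0% = median of DMSO wells and 100% = positive control at its reference dose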
# RGS4 act = potentiators or activators of RGS4; 310,000 tested, 0.92% active; B-score at 10 µM; HEK293 M3R/inducible RGS4, carbachol calcium flux Fluo4; hits give low values;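 active = B-score of the integrated calcium signal more than 4 SD below the library mean, with starting fluorescence not abnormally high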;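 also: negative B-score means reduced calcium response which marks RGS4 activation or potentiation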
#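 test system = HEK293 cells with stable M3R and inducible RGS4 | schedule = recording 10 s baseline at 1 Hz, 100 s post-agonist | technique = Fluo4-AM (2 µM) calcium-flux fluorescence, kinetic read | measure = Agonist-evoked peak-minus-minimum fluorescence over baseline, integrated ratio, B score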
# HIF act = HIF pathway transcriptional activation. U2OS HRE-luciferase reporter, luminescence; normalized: DMSO 0%, desferrioxamine 100%. activation, % at 7.5 µM (by protocol). 300,000 tested, 0.32% active;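 active = mean activation of at least 10% of the iron chelator positive control signal, with at least half of replicates also reaching 10%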
# * marks the source's active call; other numbers are inactive results; i = inactive; x = not tested or not shown.
SMILES,Platelet DG rel,MrgX1 ag,TRPC6 inh,MrgX1 antag,MrgX1 allo act,TRPC6 act,RGS4 inh,TRPC4 block,SKKanGAS inh,RGS4 act,HIF act
Cc1ccc(SCCNC(=O)c2ccc(C)c(S(=O)(=O)Nc3ccccc3C)c2)cc1,3.0,i,i,i,i,i,i,i,9.7,i,-0.3
O=C(NCCCN1CCCC(O)C1)c1cc(COc2ccc(F)cc2F)on1 (centres undefined),-3.3,i,i,i,i,i,i,i,6.7,i,0.1
COc1ccc(N(CC(=O)Nc2cccc(C)c2)S(=O)(=O)c2c(C)noc2C)cc1,6.3,i,i,i,i,i,i,i,-2.4,i,-0.4
O=C(Nc1nnc(SCc2ccc(F)cc2)s1)c1ccc2ncsc2c1,-6.3,x,i,x,x,i,i,i,-10.3,i,1.2
COc1ccc(-c2nnc(SCc3ccc(C(=O)O)cc3)n2C)cc1OC,-15.6,i,i,i,i,i,i,i,-0.4,i,0.3
CSc1nc2ccc(Cl)cc2[nH]1,-1.9,i,i,i,i,i,i,i,-10.3,i,-0.6
COc1ccccc1NC(=O)Cn1cnc2c(nc3n2CCCCC3)c1=O,-3.7,i,i,i,i,i,i,i,2.9,i,-0.2
CCCCn1nnnc1NCc1cc(OC)c(OC)cc1OC,13.1,i,i,i,i,i,i,i,0.6,i,0.1
Cn1c(SCC(=O)c2ccc(F)cc2)nnc1-c1cnccn1,6.0,i,i,i,i,i,i,i,1.7,i,0.5
CCc1nn(CC(=O)NCCCN2CCN(C)CC2)c(=O)c2cc3sccc3n12,-1.0,i,i,i,i,i,i,i,0.4,i,0.0
COc1cc(C2C(C(=O)c3cc4ccccc4o3)=C(O)C(=O)N2CCN2CCOCC2)ccc1OCCC(C)C (centres undefined),-1.5,x,i,x,x,i,i,i,3.9,i,-1.0
CC(C)c1nnc(NC(=O)CCC(=O)N2CCN(Cc3ccccc3)CC2)s1,-0.8,i,i,i,i,i,i,i,-0.2,i,-0.4
CN(C)S(=O)(=O)c1ccc2c(c1)c(=O)c(C(=O)N1CCOCC1)cn2C,-1.5,i,i,i,i,i,i,i,-1.5,i,-0.1
O=C(COc1ccccc1)Nc1ccc2[nH]ncc2c1,-5.4,i,i,i,i,i,i,i,-7.4,i,0.3
CCOc1cc(/C=C2\C(=O)N(CCc3ccc(OC)c(OC)c3)C(C)=C2C(=O)OC)ccc1O,19.8,i,i,i,i,i,i,i,13.6,i,-0.5
N#Cc1c2n(c3c(=O)[nH]cnc13)CCCC2,0.6,i,i,i,i,i,i,i,-3.8,i,-0.2
COc1ccc(S(=O)(=O)N(C)c2ccc(C(=O)N3CCN(C)CC3)cc2)cc1,-7.3,i,i,i,i,i,i,i,-2.7,i,0.8
O=C(NCCCn1ccnc1)c1cccc(S(=O)(=O)NCc2ccccc2)c1,-1.8,i,i,i,i,i,i,i,-3.9,i,0.2
COc1cc(/C=N/NC(=O)CCn2c3ccccc3c3ccccc32)ccc1O,6.8,i,i,i,i,i,i,i,5.0,i,0.2
Cc1cccnc1NC(=O)/C=C/c1ccc2c(c1)OCO2,0.7,i,i,i,i,i,i,i,4.0,i,2.2
CC(=O)N1CCN(C(=O)CNC(=O)c2ccc(Br)o2)CC1,-2.2,i,i,i,i,i,i,i,3.1,i,-0.3
CCOC(=O)c1ccc(NC(=O)CCNS(=O)(=O)c2cc(Br)cnc2N)cc1,-2.5,i,-6.92*,i,i,i,i,i,1.4,i,-0.1
O=c1cc(-c2ccc(O)cc2)oc2cc(O)c(C3OC(CO)C(O)C(O)C3O)c(O)c12 (centres undefined),0.1,i,i,i,i,i,i,i,7.0,i,0.3
CC(=O)Nc1ccc(S(=O)(=O)NCCC(=O)N2CCN(C(c3ccccc3)c3ccccc3)CC2)cc1,8.5,i,i,i,i,i,i,i,3.7,i,0.2
COC(=O)Cn1nc(-c2ccc(C)c(S(=O)(=O)N(C)C)c2)c2ccccc2c1=O,-3.4,i,i,i,i,i,i,i,1.0,i,0.3

# Fetched one by one from the list above (7):
SMILES,Platelet DG rel,MrgX1 ag,TRPC6 inh,MrgX1 antag,MrgX1 allo act,TRPC6 act,RGS4 inh,TRPC4 block,SKKanGAS inh,RGS4 act,HIF act
COc1ccc(N(CC(=O)Nc2cccc(C)c2)S(=O)(=O)c2c(C)noc2C)cc1,6.3,i,i,i,i,i,i,i,-2.4,i,-0.4
COc1cc(C2C(C(=O)c3cc4ccccc4o3)=C(O)C(=O)N2CCN2CCOCC2)ccc1OCCC(C)C (centres undefined),-1.5,x,i,x,x,i,i,i,3.9,i,-1.0
Cc1ccc(SCCNC(=O)c2ccc(C)c(S(=O)(=O)Nc3ccccc3C)c2)cc1,3.0,i,i,i,i,i,i,i,9.7,i,-0.3
O=c1cc(-c2ccc(O)cc2)oc2cc(O)c(C3OC(CO)C(O)C(O)C3O)c(O)c12 (centres undefined),0.1,i,i,i,i,i,i,i,7.0,i,0.3
CC(C)c1nnc(NC(=O)CCC(=O)N2CCN(Cc3ccccc3)CC2)s1,-0.8,i,i,i,i,i,i,i,-0.2,i,-0.4
CC(=O)Nc1ccc(S(=O)(=O)NCCC(=O)N2CCN(C(c3ccccc3)c3ccccc3)CC2)cc1,8.5,i,i,i,i,i,i,i,3.7,i,0.2
COc1ccccc1NC(=O)Cn1cnc2c(nc3n2CCCCC3)c1=O,-3.7,i,i,i,i,i,i,i,2.9,i,-0.2

# The results go on.
SMILES,Platelet DG rel,MrgX1 ag,TRPC6 inh,MrgX1 antag,MrgX1 allo act,TRPC6 act,RGS4 inh,TRPC4 block,SKKanGAS inh,RGS4 act,HIF act
O=C(Cn1c(=O)sc2ccccc21)Nc1ccccc1,14.1,i,i,i,i,i,i,i,1.6,i,0.0
CCN(CC(=O)NCC(=O)Nc1ccc(Br)cc1C)Cc1ccccc1,-3.7,i,i,i,i,i,i,i,-4.6,i,-0.6
Cn1cccc1CC(=O)N/N=C/c1ccc([N+](=O)[O-])cc1,16.3,i,i,i,7.65*,i,i,i,9.8,i,-0.7
Nc1ccc(S(=O)(=O)Nc2nc(-c3ccccc3)cc(-c3ccccc3)n2)cc1,-14.7,i,i,i,i,i,i,i,17.1,i,0.4
COc1ccc(NC(=O)C2CCN(Cc3cnn(-c4ccccc4)c3-n3cccc3)CC2)cc1OC,11.8,i,i,i,i,i,i,i,-5.5,i,-0.2
CCC(C)[C@H](NC(=O)[C@H](Cc1ccccc1)n1c(=O)[nH]c2ccccc2c1=O)C(=O)NCC1CCC(C(=O)O)CC1 (some centres undefined),15.8,i,i,i,i,i,i,i,-1.1,i,-0.1
CCCn1nc2ccccc2c1P(=N)(N1CCOCC1)N1CCOCC1,10.7,i,i,i,i,i,i,i,0.4,i,-0.6
COc1ccc(S(=O)(=O)N2CCCCC2)cc1NC(=O)CSc1ncnc2ccccc12,-0.3,i,i,i,i,i,i,i,4.6,i,-0.1
CCOC(=O)c1sc(NC(=O)c2cccc(S(=O)(=O)N3CCc4ccccc43)c2)c(C#N)c1C,2.1,i,i,i,i,i,i,i,24.3,i,-0.4
CCOC(=O)c1c(-c2ccccc2)oc2ccc(OC(C)C(=O)O)cc12 (centres undefined),-1.6,i,i,i,7.72*,i,i,i,-6.0,i,0.3
O=C(c1cccc(Cl)c1)N1CCN(Cc2c[nH]c3ccccc23)CC1,12.2,i,i,i,i,i,i,i,0.3,i,-0.1
CN1N=C(C(=O)N2CCN(c3ccc([N+](=O)[O-])cc3)CC2)CCC1=O,-70.4,i,i,i,i,i,i,i,-2.2,i,0.0
CCOc1ccccc1C(=O)NC1CCN(CC(=O)Nc2cc(OC)ccc2OC)CC1,-2.5,i,i,i,i,i,i,i,17.5,i,-0.2
O=C(CSc1nnc(Cc2ccccc2)o1)Nc1ccccc1,x,i,i,i,i,i,i,i,x,i,x
O=C(CSc1n[nH]c(-c2ccncc2)n1)Nc1ccc(Cl)cc1,-11.2,i,i,i,i,i,i,i,1.3,i,-0.2
CCN(CC)Cc1cc2[nH]c3c4ccc(Cl)cc4ncc3c2cc1OC,-2.8,x,i,x,x,i,i,i,-2.2,i,-3.5
CCOc1ccccc1N(CC(=O)Nc1ccccc1F)S(=O)(=O)c1ccccc1,0.9,i,i,i,i,i,i,i,9.9,i,-1.3
CC(=O)NCCc1ccc(S(=O)(=O)Nc2ccc(NC(=O)c3ccc(F)cc3)cc2)cc1,20.1,i,i,i,i,i,i,i,-14.4,i,-0.3
O=C(/C=C\Nc1ccc2c(c1)OCO2)c1ccccn1,58.3*,i,i,i,i,i,i,i,22.2,i,-2.5
Cc1cccc(C(=O)N2CCN(S(=O)(=O)c3ccc4c(c3)OCCCO4)CC2)c1[N+](=O)[O-],11.3,i,i,i,i,i,i,i,26.5,i,-1.3
COc1ccc(CCNS(=O)(=O)c2cc(/C=C/C(=O)O)ccc2C)cc1OC,4.6,i,i,i,i,i,i,i,6.0,i,-0.5
O=[N+]([O-])c1cc(Cl)cc(/C=N/NC(=S)Nc2cc(S(=O)(=O)N3CCOCC3)ccc2Cl)c1O,-11.5,i,i,-7.04*,i,i,6.74*,i,-7.8,i,-0.1
C=CCOc1ccccc1/C=N/NC(=O)c1ccc(Cl)cc1Cl,3.0,i,i,i,i,i,i,i,1.2,i,-0.8
CCn1c(SCC#N)nc2ccccc2c1=O,-0.9,i,i,i,i,i,i,i,2.3,i,0.2
CN(C(=O)c1ccc(OC2CCN(CCc3ccccc3)CC2)cc1)C1CCCCC1,1.9,i,i,i,i,i,i,-6*,-3.0,-8.92*,0.9
Cc1cccc(-n2c(C)cc(C=C3C(=O)c4ccccc4C3=O)c2C)c1,-9.6,i,i,i,i,i,i,i,13.5,-10*,0.7
C=C1C2(C(=O)NCc3ccco3)CCC(C2)C1(C)C (centres undefined),1.3,i,i,i,i,i,i,i,1.3,i,0.1
COc1cc(C(=O)O/N=C2\CCCc3c2ccc(OC)c3[N+](=O)[O-])cc(OC)c1OC,9.8,i,i,i,i,i,i,i,-1.2,i,0.4
O=C(NCCC(=O)N1CCCCC1)c1ccc(Br)cc1,4.0,i,i,i,i,i,i,i,-1.9,i,2.4

# Quoted from the listing.
# For Platelet DG rel, Cc1cccc(C(=O)N2CCN(S(=O)(=O)c3ccc4c(c3)OCCCO4)CC2)c1[N+](=O)[O-] is entered as 11.3
# For SKKanGAS inh, Cc1cccc(-n2c(C)cc(C=C3C(=O)c4ccccc4C3=O)c2C)c1 is entered as 13.5

# Bioassay records (PubChem BioAssay)

# No enrichment for hits, and some 6.1% of all compounds hit somewhere here.
